RGS4 inhibitor = human RGS4 inhibition. Transcreener GDP fluorescence polarization, RGS4-accelerated GTP hydrolysis. Potency, µM (highest dose often 114 µM), inactives show at the top dose activity change, negative = inhibition, actives largely listed as inhibitors. 0.039% of 390,000 active; note: % is set by controls: 0 for no effect and ±100 for the full control effect; nearly all actives have a fitted effect of over 75% in size; some results filed as inactive show a strong effect at the top dose
Target sequence (P49798 whole entry, looked up): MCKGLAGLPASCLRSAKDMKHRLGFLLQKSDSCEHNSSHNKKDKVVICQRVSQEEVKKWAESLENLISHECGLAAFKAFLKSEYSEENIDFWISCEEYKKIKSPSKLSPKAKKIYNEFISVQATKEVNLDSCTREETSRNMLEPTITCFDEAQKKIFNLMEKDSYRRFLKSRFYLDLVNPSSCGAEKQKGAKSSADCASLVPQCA
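MLSMR compounds (23 nl, pin-transferred) preincubated 10 min at room temperature with a 500nM (2x) first reagent, then RGS4 at 900nM (2x) plus Transcreener GDP mix added; fluorescence polarization (620/688 nm) read before and after 90 min at 30 °C.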
HP1b chromo inh = blocks HP1-beta chromodomain binding to methylated histone tails. P83916. AlphaScreen HP1-beta / biotin-H3K9me3 peptide binding. Potency, µM (series often up to 114 µM), for the others: at the highest dose activity change, negative = inhibition, most hits filed as inhibitors. 0.56% of 390,000 active. AID 540317; note: nearly all actives have a fitted effect of over 70% in size; inactives centre near 23
Target sequence (P83916 whole entry, looked up): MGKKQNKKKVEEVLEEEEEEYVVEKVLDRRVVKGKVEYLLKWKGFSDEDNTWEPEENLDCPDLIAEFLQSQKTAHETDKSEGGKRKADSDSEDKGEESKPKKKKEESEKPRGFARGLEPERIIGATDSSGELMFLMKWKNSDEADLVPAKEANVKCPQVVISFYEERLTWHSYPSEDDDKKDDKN
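Compound inhibition of the preformed complex between 50 nM HP1-beta and 50 nM biotinylated H3K9me3 peptide was read by AlphaScreen. Buffer was PBS pH 7.4 with 0.01% Tween-20. Incubations ran 30 min at room temperature, with 10 ug/mL donor/acceptor beads.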
Tb PGK inh = blocks T. brucei phosphoglycerate kinase; 0.043% of 380,000 active; P07378; PGK/GAPDH coupled, Kinase-Glo luminescence, 60 min; Potency, µM (titrated, usually from 57.5 µM), for inactives: at the highest dose activity change, negative = inhibition, usual class: inhibitors; note: % is set by controls: 0 for no effect and ±100 for the full control effect; nearly all actives have a fitted effect of over 60% in size
Target sequence (P07378 whole entry, looked up): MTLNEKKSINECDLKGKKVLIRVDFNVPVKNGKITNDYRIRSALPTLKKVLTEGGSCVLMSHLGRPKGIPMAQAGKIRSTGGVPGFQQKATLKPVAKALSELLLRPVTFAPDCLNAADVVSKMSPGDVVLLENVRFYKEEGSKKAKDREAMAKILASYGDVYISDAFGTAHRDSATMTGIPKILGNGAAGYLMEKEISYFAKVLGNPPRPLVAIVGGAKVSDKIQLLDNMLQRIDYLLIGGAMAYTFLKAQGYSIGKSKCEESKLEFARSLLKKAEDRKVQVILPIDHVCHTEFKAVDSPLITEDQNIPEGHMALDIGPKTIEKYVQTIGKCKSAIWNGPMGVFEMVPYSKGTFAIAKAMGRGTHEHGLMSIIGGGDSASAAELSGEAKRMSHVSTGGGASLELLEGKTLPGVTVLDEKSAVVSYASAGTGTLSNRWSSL
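Luminescent ATP detection (Kinase-Glo Plus) follows a 60-minute room-temperature incubation, with wells lacking PGK as controls. Buffer: 100 mM TEA (pH 7.6), 5 mM MgCl2, 0.01% Tween-20. Coupling enzyme GAPDH (100 nM final) supplies unstable 1,3-BPG in-well.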
Pin1 inh = blocks the human prolyl isomerase Pin1; Q13526; Pin1 FP peptide displacement, HiFluor488, 10 min; Potency, µM (top dose mostly 115 µM), for the others: top-dose activity, negative = inhibition, actives largely listed as inhibitors; 0.009% of 390,000 active; AID 504891; active = well fitted inhibition curve with a large enough effect in the polarisation, with a control signal flat, not every such curve was filed as active; inconclusive = small, poorly fitted or top-dose-only effect, or effect the other way, or a change in a side signal; inactive = no such curve, though single readings can be large or run the other way; the % refers to the polarisation; note: % is set by controls: 0 for no effect and ±100 for the full control effect
Target sequence (Q13526 whole entry, looked up): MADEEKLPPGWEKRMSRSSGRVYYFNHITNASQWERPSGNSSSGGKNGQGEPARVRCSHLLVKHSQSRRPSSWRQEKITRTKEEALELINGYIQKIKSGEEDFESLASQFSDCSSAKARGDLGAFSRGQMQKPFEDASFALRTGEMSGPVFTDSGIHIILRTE
JMJD2A Tudor inh = JMJD2A Tudor domain (human) inhibition | O75164 | 4.4% of 390,000 active | AID 504339 | AlphaScreen JMJD2A-Tudor / H3K4me3 peptide binding | Potency, µM (highest dose often 114 µM), for inactives: at the top dose activity change, negative = inhibition, most hits filed as inhibitors; note: % is set by controls: 0 for no effect and ±100 for the full control effect; nearly all actives have a fitted effect of over 50% in size
ERG-DNA inh = inhibitors of human ERG Ets domain-DNA interaction. fluorescence polarization, His-ERG Ets domain / labelled DNA. Potency, µM (series often up to 76.9 µM), inactives show at the highest dose FP activity, negative = inhibition, actives largely listed as inhibitors. P11308. 0.028% of 370,000 active; active = well fitted inhibition curve with a large enough effect in the polarisation, with a control signal flat; inconclusive = small, poorly fitted or top-dose-only effect, or effect the other way, or a change in a side signal; inactive = no such curve, though single readings can be large or run the other way; the % refers to the polarisation;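 note: polarization taken with two DNA probes labelled with fluorescein and Texas red; % of control where 0% means no effect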
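His-tagged ERG Ets domain (1 uM in the protein solution; 300mM KCl, 50mM Tris-HCl, 1mM EDTA, 1mM DTT, pH 7.5) received compound, then a probe mix of 5 nM fluorescein-DNA and 100nM Texas-615-DNA. Fluorescence polarization was read for both dyes.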
GLS inh = inhibitors of human glutaminase (GLS); O94925; GLS enzymatic activity, qHTS titration; Potency, µM (highest dose often 45.5 µM), inactives show at the highest dose activity change, negative = inhibition, most hits filed as inhibitors; 0.21% of 410,000 active; AID 624170; note: % is set by controls: 0 for no effect and ±100 for the full control effect
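Compounds were pin-transferred onto hKGA, after which L-glutamine (1 mM solution) and a detection mix of glutamate oxidase, HRP and Amplex Red were added. Initial and 30 min RT fluorescence reads were collected.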
12-LOX inh = ALOX12 (human) lipoxygenase inhibition; P18054; purified 12hLO, xylenol orange hydroperoxide absorbance; Potency, µM (top dose mostly 108 µM), without a hit: top-dose activity change, negative = inhibition, actives largely listed as inhibitors; 1.1% of 580,000 active; AID 1671190; note: % is set by controls: 0 for no effect and ±100 for the full control effect
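Purified human 12hLO (150 nM final) in 25 mM Hepes, 0.01% Triton X-100, pH 7.0 was preincubated 15 min at room temperature with compound. Then 40 uM arachidonic acid was added, 30 min. Hydroperoxide was read by Fe-XO absorbance ratio 573/405 nm.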
rTrxR1 inhibitor = rat TrxR1 inhibition; O89049; recombinant rTrxR1, NADPH fluorescence consumption, selenite substrate; Potency, µM (doses to about 114 µM), inactives show at the top dose activity change, negative = inhibition, usual class: inhibitors; 1% of 390,000 active; AID 588453; note: % is set by controls: 0 for no effect and ±100 for the full control effect; nearly all actives have a fitted effect of over 65% in size
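Rat TrxR1 (90 nM in the dispensed reagent) was pre-reduced with 400 uM NADPH for 5 min at room temperature, then incubated with compound for 15 min. After 400 uM selenite was added, NADPH fluorescence (Ex 340/Em 450 nm) was followed for 8 min.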
* = called active by the depositor; i = inactive; ? = inconclusive; · = no result given; & = joins results of further samples; [ ] = remark or other dose. Unless noted, calls come from the whole dose curve; as a rule, active = well fitted curve in the direction sought with a large enough effect; inconclusive = small, poorly fitted or top-dose-only effect, or another doubt; inactive = no such curve, though single readings can be large; an effect the other way counts as inactive or inconclusive. Potency is the fitted concentration of half-maximal effect. An excerpt (hit frequency here may not be typical).

SMILES	RGS4 inhibitor	HP1b chromo inh	Tb PGK inh	Pin1 inh	JMJD2A Tudor inh	ERG-DNA inh	GLS inh	12-LOX inh	rTrxR1 inhibitor
CCc1cccc(NC(=O)CSc2nc3ccccc3nc2N2CCCCC2)c1	19%	116%[activator]	-3%	-20%	49%[activator]	-1%	-12%	1%&-18%	25%
COCc1cccc(C2=CC(=O)C[C@H](c3ccc(OC)cc3)C2)c1	15%	57%[activator]	1%	-3%	-2%	-5%	-1%	-3%	14%[57.1 µM]
CC(=O)N(C)c1ccc(NC(=O)C(Sc2ccccc2)c2ccccc2)cc1 (stereo unspecified)	-20%	39%	9%	-6%	-14%	-4%	-10%	-8%	1%
Cc1ccc(C(=O)OCC(=O)NNC(=O)COc2ccc(Cl)cc2)c(O)c1	-5%	54%[activator]	-4%	-3%	-16%	-6%	-14%	-23%	19%[57.1 µM]
CCCCCCCCCC(=O)N[C@@H]1c2cc(OC)c(OC)cc2C[C@H]1O	9%	26%	4%	-6%	-25%	-12%	7%	-13%	5%
CC[C@@](C)(NS(=O)(=O)OCC(Cl)(Cl)Cl)c1ccccc1	10%	50%[activator]	-9%	-6%	-1%	-2%	1%	-8%	23%
O=C(Nc1ccc2c(c1)OCCO2)C1CCCC1	-3%	36%	i	1%	-10%	-22%	0%	-1%	35%
Cc1nc(-c2ccccn2)nc(SCC(=O)c2ccc(F)cc2)c1Cl	14%	32%	3%	-1%	-21%	-3%	0%	0%	8%
CN(Cc1ccccc1)C(=O)COC(=O)Cn1cnc2ccccc21	5%	22%	0%	0%	-7%	-3%	5%	93%[activator]	10%[57.1 µM]
Cc1ccc(NC(=S)N(CCN(C)C)C(C)c2cccnc2)cc1 (stereo unspecified)	2%	7%	-7%	-4%	-27%	4%	-13%	0%	-7%[57.1 µM]
NC/C=C/C(=O)O	8%[56.9 µM]	·	·	·	·	·	-2%	-21%	10%[57.1 µM]
O=C(NC1CCS(=O)(=O)C1)c1cccc(S(=O)(=O)N2CCOCC2)c1 (stereo unspecified)	30%	9%	·	-5%	-8%	·	22%	15%	23%
CC12CCC(=O)N1C(C(=O)NNC(=O)c1ccc(Cl)cc1)CS2 (stereo unspecified)	-21%	9%	-3%	4%	-1%	15%	20%	4%	-7%
CCc1cccc(-n2nnc(S(=O)(=O)c3ccc(OC)cc3)c2C)c1	6%	27%	-9%	5%	-8%	6%	-4%	-29%	26%
O=C(O)CCc1nn2c3ccccc3n(Cc3ccccc3F)c2nc1=O	?	?	-2%	-1%	?	7%	30%[activator]	-7%	20%[57.1 µM]
O=C(O)CCCCCN=C1CCc2ccccc2N1	-15%	28%	3%	2%	-9%	-9%	-2%	15%	-2%[57.1 µM]
O=[N+]([O-])/C(=C\Nc1ccccc1)S(=O)(=O)c1ccccc1	8%	51%[activator]	-7%	-2%	-16%	-17%	-8%	0%	16%
O=C(Cc1ccccc1)c1c[nH]c(C(=O)O)c1	-9%	5%	-5%	1%	-15%	0%	5%	?	12%[11.4 µM]
CCc1ccccc1N(CC(=O)N/N=C/c1ccc(OC(=O)OC)c(OC)c1)S(C)(=O)=O	-23%[11.4 µM]	53%[activator]	5%	2%	-8%[11.4 µM]	1%	3%	11%	9%[57.1 µM]
Cn1ccnc1C1CCCCN1C(=O)c1cc(COc2ccc(F)cc2Cl)on1 (stereo unspecified)	-4%	-5%	-6%	-15%	-31%	-5%	2%	?	1%[57.1 µM]
Cc1nc(NCCc2ccc(S(N)(=O)=O)cc2)c2c3c(sc2n1)CCC3	1%	8%	2%	30%[activator]	-17%	-2%	5%	14%	3%
COc1cc(OC)c(C(=O)OCC(=O)Nc2c(C)n(C)n(-c3ccccc3)c2=O)cc1OC	-1%	44%[activator]	-3%	1%	3%	16%	0%	-1%	3%
COc1cc(C(=O)OCCCN2CCCN(CCCOC(=O)c3cc(OC)c(OC)c(OC)c3)CC2)cc(OC)c1OC	?	17%	12%	2%	-31%	2%	7%&77%	?	12%[57.1 µM]
Cc1ccccc1NC(=S)NCC(c1cccnc1)N(C)C (stereo unspecified)	-6%	25%	-2%	-1%	11%	0%	11%	12%	2%[57.1 µM]
COCCCN1C(=O)c2ccc(C(=O)OCC(=O)NCc3ccccc3OC)cc2C1=O	28%	23%	-8%	-2%	-18%	-2%	2%	?	4%[57.1 µM]
CCOc1ccc(NC(=O)c2cc3c(C)nc4ccccc4c3o2)cc1	12%	16%	-4%	13%	-20%	0%	-4%	14%	10%[57.1 µM]
NC(=O)c1cnn(C2CCS(=O)(=O)C2)c1 (stereo unspecified)	-17%	18%	7%	1%	-11%	1%	-5%	4%	-8%
O=C1CCC(C(=O)NCc2ccc3c(c2)OCO3)N1 (stereo unspecified)	8%	28%	-5%	-8%	4%	-3%	0%	0%	20%
CN(CC(=O)Nc1ccc(OC(F)(F)F)cc1)S(=O)(=O)c1cnc[nH]1	-16%	30%	-9%	-2%	1%	1%	-19%	5%	10%
Cc1ccc(C(CC(=O)c2ccco2)SCCO)cc1 (stereo unspecified)	0%	37%	1%	-8%	0%	-2%	4%	-8%	1%[57.1 µM]
O=C(CCCn1c(=S)[nH]c2cc3c(cc2c1=O)OCO3)N1CCN(c2ccccn2)CC1	?	34%	-1%	0%	-26%	7%	-10%	-12%	-15%
COc1ccc(-c2noc(CSc3nc4ccccc4c(=O)n3-c3ccccc3)n2)cc1	7%	24%	-4%	-5%	-13%	?	-4%	10%	28%
CN(C(=O)CSc1nc2ccccc2c(=O)n1-c1ccccc1F)C1CCS(=O)(=O)C1 (stereo unspecified)	1%	7%[57 µM]	i	-4%	-10%	-6%	-10%	-9%	9%[57.1 µM]
Cn1c(NNC(=O)C2CCCCC2)cc(=O)n(C)c1=O	-12%	11%	i	-1%	-9%	-8%	8%	-14%	1%[57.1 µM]
Cc1ccc(S(=O)(=O)NC2CC(=O)N(c3ccc4c(c3)OCCO4)C2)cc1 (stereo unspecified)	-12%	34%	-4%	-3%	-8%	2%	-1%	-10%	9%
CC(C)c1nnc(NC(=O)CSc2nnc(NC(=O)c3c(F)cccc3F)s2)s1	-12%[56.9 µM]	38%	i	13%	-13%	0%	-5%	-2%	-2%[11.4 µM]
Cc1ccc(NC(=O)CN(C)C(=O)C2CC(=O)N(Cc3ccccc3)C2)cc1 (stereo unspecified)	14%	36%	i	-12%	-14%	4%	-3%	6%	15%
COc1ccccc1N1CC(C(=O)OCC(=O)Nc2cc(C)on2)CC1=O (stereo unspecified)	-5%	-10%	-4%	2%	-21%	-5%	?	-6%	4%
Cc1cc2nn(-c3ccccc3)nc2cc1NC(=O)Cc1ccc(Cl)cc1	-22%	29%	-5%	-7%	-9%	2%	2%	-16%	7%
Cc1cc(C(=O)c2cnc(/N=C/N(C)C)s2)cc(C)c1O	-9%	30%	i	-3%	-2%	4%	6%	-1%	-17%
COc1nc(SCC(=O)Nc2ccccc2Cl)nc(N(C)C)n1	-21%	34%	-4%	2%	2%	-5%	-4%	2%	12%
COc1ccc(C(=O)NN/C(C)=C/C(=O)c2ccccc2)cc1	-13%	42%[activator]	-8%	-7%	-32%	-3%	-1%	0%	-2%
O=C1CC(SC2=NCCS2)C(=O)N1c1cccc(Cl)c1Cl (stereo unspecified)	-15%	33%	i	6%	-18%	-11%	0%	99%[activator]	4%
CCOc1ccc(CC(C(=O)NN)C(=O)NN)cc1CN(C)C	16%	27%	-3%	7%	-31%	·	33%[activator]	23%	4%
COc1ccc(N2CCN(C(=O)NC3CCCCC3)CC2)cc1	-7%	-6%	-3%	0%	-20%	2%	35%	0%	9%[57.1 µM]
CCOC(=O)c1c(NC(=O)Cn2nc(C(=O)O)c3ccccc3c2=O)sc(CC)c1C	?	12%	i	?	-32%	-3%	2%	-14%	-6%
Cn1nc(C(F)(F)F)c(C(=O)Nc2cccc(C(F)(F)F)c2)c1SCc1ccc(Cl)cc1	-21%	79%	-11%	?	16%	3%	-8%	?	-4%
COc1ccccc1NS(=O)(=O)c1ccc(C)c(C(=O)NCCCN2CCCC2=O)c1	-8%	8%	3%	-4%	-5%	-3%	12%	11%	4%[57.1 µM]

An excerpt from above in order of formula weight, low to high:
SMILES	RGS4 inhibitor	HP1b chromo inh	Tb PGK inh	Pin1 inh	JMJD2A Tudor inh	ERG-DNA inh	GLS inh	12-LOX inh	rTrxR1 inhibitor
COc1ccc(N2CCN(C(=O)NC3CCCCC3)CC2)cc1	-7%	-6%	-3%	0%	-20%	2%	35%	0%	9%[57.1 µM]
CCOc1ccc(CC(C(=O)NN)C(=O)NN)cc1CN(C)C	16%	27%	-3%	7%	-31%	·	33%[activator]	23%	4%
COc1ccccc1N1CC(C(=O)OCC(=O)Nc2cc(C)on2)CC1=O (stereo unspecified)	-5%	-10%	-4%	2%	-21%	-5%	?	-6%	4%

Screening results from PubChem BioAssay.
